DDE Tn6 FP inh = DD(E)-Tn6 binding inhibition, primary FP screen. inhibition, % at 8.3 µM. P02675. 0.21% of 370,000 active. Fibrin DD(E) TRITC-Tn6 fluorescence polarization displacement;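 active means inhibition above a per-campaign cutoff: mean of compounds within control limits plus 3 SD, cut at about 15% in these data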;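 further: 0% = median of all compound wells on the plate and 100% = blocking peptide control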
Target sequence (P02675 whole entry, looked up): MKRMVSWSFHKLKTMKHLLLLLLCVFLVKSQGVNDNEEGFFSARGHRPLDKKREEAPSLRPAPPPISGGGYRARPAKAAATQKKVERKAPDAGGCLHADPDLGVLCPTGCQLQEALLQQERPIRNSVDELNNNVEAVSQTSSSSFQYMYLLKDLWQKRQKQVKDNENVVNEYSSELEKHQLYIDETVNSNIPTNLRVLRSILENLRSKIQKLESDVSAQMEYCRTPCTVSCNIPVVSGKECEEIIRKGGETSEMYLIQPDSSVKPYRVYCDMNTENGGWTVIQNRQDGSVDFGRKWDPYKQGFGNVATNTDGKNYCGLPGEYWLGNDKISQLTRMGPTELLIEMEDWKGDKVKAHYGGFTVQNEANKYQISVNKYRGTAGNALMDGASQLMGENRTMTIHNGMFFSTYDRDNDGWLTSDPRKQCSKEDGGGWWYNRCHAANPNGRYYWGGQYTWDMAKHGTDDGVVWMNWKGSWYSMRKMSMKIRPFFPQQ
DDE Tn7 FP inh = disrupts Tn7 cyclic peptide binding to fibrin D-Dimer-E complex | AID 720508 | inhibition, % at 8.3 µM | 0.13% of 370,000 active | FP displacement of FITC-Tn7 peptide from fibrin DD(E); 0% = median of compound wells per plate | P02675;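 active means inhibition above the mean of compounds falling within the control limits plus 3 SD of them, cut at about 14% in these data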;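 further: 0% = plate median of compound wells and 100% = 10 µM Aha-Tn7 peptide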
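Assay system: human fibrin DD(E). Input: DD(E) 2 µM final. Medium: Tris buffer with calcium and detergent, pH 7.8. Compound dosing: single point at 8.3 µM. Timing: 10 min plus 3 h, room temperature. Technique: fluorescence polarization of the labelled Tn7 tracer. Read-out: percent inhibition. Replicates: singlicate testing.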
PLC-gamma1 inh = PLC-gamma1 (human) inhibition, primary screen; purified PLC-gamma1, fluorogenic substrate, fluorescence; inhibition, % at 12.2 µM; 0.84% of 370,000 active; AID 720700; in the data active means inhibition above about 9.5%
ADAM17 inh = ADAM17 inhibition, QFRET primary screen; P78536; recombinant ADAM17, EDANS/DABCYL FRET peptide cleavage; 0.83% of 370,000 active; inhibition, % at 6.95 µM;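 active means inhibition above the mean of compounds lying between control limits plus 3 SD, set per campaign, cut at about 8.5% in these data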;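 further: 0% = DMSO-only wells as the low control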
LEDGF integ inh = blocks HIV-1 LEDGF/p75-dependent DNA integration | TR-FRET IN-LEDGF/p75 DNA integration, Eu/Cy5 | inhibition, % at 3.7 µM | 0.64% of 370,000 active;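 active means inhibition above the screen-wide mean plus 3 SD, cut at about 13% in these data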;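 further: signal is the Cy5 over europium emission ratio at 671 and 618 nm; 0% = plate median of compound wells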
TDP2 absorb = blocks human TDP2 phosphodiesterase activity; O95551; recombinant TDP2, T5PNP hydrolysis, p-nitrophenol absorbance 415 nm; inhibition, % at 12.8 µM; 0.34% of 370,000 active;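 active means inhibition above the mean of all tested compounds plus 3 SD, set per campaign, cut at about 25% in these data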;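 further: 0% = DMSO with enzyme and 100% = buffer with substrate but no TDP2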
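test system = human TDP2 enzyme | input = TDP2 enzyme at 120 nM final | medium = 50 mM Tris-HCl pH 7.5 with Mg2+, KCl, DTT, BSA | also added = T5PNP substrate, 5 mM | times = 2 h at 37 °C | technique = epi absorbance | benchmarks = high control without enzyme, low control DMSO plus TDP2 | replication = each compound tested once, singlicate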
proKLK7 act = activates the human kallikrein-7 zymogen | purified proKLK7, EDANS-DABCYL substrate fluorescence; 100% is mature enzyme control, 0% vehicle | P49862 | 0.9% of 370,000 active | activation, % at 7 µM;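 active means activation above the mean of all tested compounds plus 3 SD, computed per campaign excluding outliers beyond control limits, cut at about 13% in these data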
Target sequence (P49862 whole entry, looked up): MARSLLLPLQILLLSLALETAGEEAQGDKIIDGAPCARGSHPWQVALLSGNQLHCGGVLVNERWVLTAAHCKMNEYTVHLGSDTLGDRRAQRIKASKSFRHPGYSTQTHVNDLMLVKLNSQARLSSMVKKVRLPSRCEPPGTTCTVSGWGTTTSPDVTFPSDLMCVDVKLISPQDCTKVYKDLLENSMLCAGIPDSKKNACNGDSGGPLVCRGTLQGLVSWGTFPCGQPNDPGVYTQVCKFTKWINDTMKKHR
ADAM10 inh = ADAM10 inhibition, QFRET primary screen. O14672. recombinant ADAM10, EDANS/DABCYL FRET peptide cleavage, 3 h. inhibition, % at 7 µM. 0.62% of 370,000 active. AID 720582;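 active means inhibition above a per-campaign cutoff equal to the mean of compounds falling between control-based bounds plus 3 SD, cut at about 20% in these data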;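 further: 0% = DMSO wells while the 100% control is not disclosed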
ASAP1 inh = blocks human ASAP1-stimulated Arf1 GTP hydrolysis; GDP FP detection; inhibition, % at 16.5 µM; 0.19% of 360,000 active; AID 624377; in the data active means inhibition above about 25%;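 further: 0% = vehicle with enzyme and substrate and 100% = no enzyme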
ARFGAP1 inhibitor = rat ARFGAP1 inhibition. Q62848. Arfgap1-stimulated ARF1 GTP hydrolysis, GDP FP detection. inhibition, % at 16.5 µM. 0.26% of 360,000 active;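 active means inhibition above a per-plate limit, mean inhibition of low control wells plus 3 SD, cut at about 25% in these data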;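 further: 0% = DMSO wells with enzyme and 100% = wells lacking Arfgap1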
Target sequence (Q62848 1-136 limits assumed): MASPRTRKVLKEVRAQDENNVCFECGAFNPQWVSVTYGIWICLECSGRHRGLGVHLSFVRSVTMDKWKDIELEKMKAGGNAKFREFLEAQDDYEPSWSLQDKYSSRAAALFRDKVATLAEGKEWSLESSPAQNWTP
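System: truncated rat Arfgap1 GAP domain / Benchmarks: high control wells lacking Arfgap1, low control full reaction with DMSO / Times: compound-enzyme preincubation 20 min, reaction 120 min, detection 60 min, 25 °C / Repeats: one replicate per compound / Also added: human ARF1(Δ1-17)-GTP substrate / Measured by: Tracer-displacement fluorescence polarization with EDTA stop, 620/688 nm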
The depositor's hits bear a star; i = inactive. An unsorted share of the library (roughly 4.2% active in at least one column).

SMILES	DDE Tn6 FP inh	DDE Tn7 FP inh	PLC-gamma1 inh	ADAM17 inh	LEDGF integ inh	TDP2 absorb	proKLK7 act	ADAM10 inh	ASAP1 inh	ARFGAP1 inhibitor
CCOc1ccc(/C=N/NC(=O)c2ccc(O)cc2)cc1CN1CC2CC(C1)c1cccc(=O)n1C2 (stereo not drawn)	3.4	4.6	-4.1	-3.7	-0.3	-1.7	0.5	-11.7	3.9	6.2
COc1ccccc1-n1c(-c2ccccc2)n[nH]c1=S	9.0	-6.9	2.5	2.4	3.5	-17.8	0.0	0.9	10.2	-7.1
CN(C)C(=O)N1CCCC(C(=O)NCCc2ccccc2)C1 (stereo not drawn)	6.0	-8.3	3.3	-1.9	-1.2	-8.2	1.0	0.9	14.9	-1.9
Cc1ccc(S(=O)(=O)Nc2c(C(=O)O)[nH]c3ccccc23)c(C)c1	3.2	-2.5	-9.3	-3.2	-1.1	3.4	0.2	-2.7	-5.5	11.9
CCCOc1ccc(N2C(=O)CC(N(CCc3ccc(OC)c(OC)c3)C(=O)c3ccccc3)C2=O)cc1 (stereo not drawn)	-2.8	-0.1	3.0	2.1	1.5	-8.9	0.1	5.5	-13.4	-10.8
COc1cc(Cl)cc(/C=N/NC(N)=O)c1O	2.6	2.3	-369.1	-42.7	-7.0	8.5	-90.3	-126.0	12.4	-1.6
CN(c1ccccc1)S(=O)(=O)c1ccc(NC(=O)c2ccco2)cc1	0.6	-1.5	0.4	4.7	-1.0	-2.9	-0.3	8.2	-11.5	-5.0
CCc1nc2c(OCc3cc(Cl)cc(Cl)c3)cccn2c1N(C)C(=O)c1ccc(OC)cc1	4.5	-2.9	-2.5	3.0	0.0	-3.8	0.5	15.9	2.5	5.0
O=C(O)C1=C[C@@H](c2ccc3c(c2)OCO3)C[C@@H](OCc2ccc(CO)cc2)O1	3.1	-6.1	-27.3	-7.1	2.7	4.0	0.0	-20.4	0.5	-1.2
O=C(NNC(=O)c1ccc(Cl)c(S(=O)(=O)Nc2ccc(Cl)cc2)c1)c1ccc(=O)[nH]c1	7.8	-1.4	-25.6	-1.8	3.4	11.9	0.4	-3.6	7.7	2.4
COc1ccc(/C=N/NC(=O)c2ccc(CSc3nc(C)cc(C)n3)cc2)cc1O	-3.5	-7.4	-25.7	2.2	2.9	-10.4	0.2	1.8	-7.0	5.7
CC(C)(C)NC(=O)C(c1ccncc1)N(C(=O)CNC(=O)c1ccco1)c1ccc(F)cc1 (stereo not drawn)	-8.5	4.9	3.3	1.6	2.0	-15.1	-0.5	2.3	-3.1	-8.5
O=C(O)c1ccc(/C=C2\SC(=S)N(NC(=O)c3ccccc3)C2=O)cc1	10.1	2.4	6.0	1.0	0.1	21.0	-0.1	-9.7	3.6	-3.2
c1ccc(-c2nc(-c3cccs3)[nH]c2-c2ccccc2)cc1	7.2	-3.0	-75.2	-39.7	-2.3	9.2	-10.3	-111.4	4.8	-2.8
N#CCSC1=Nc2ccccc2C2=NC(CCC(=O)N3CCN(c4ccccc4)CC3)C(=O)N12 (stereo not drawn)	0.2	0.0	-13.4	-9.6	4.8	10.5	0.3	-34.3	5.3	0.6
C=C(C)COc1ccc2c(CC)cc(=O)oc2c1C	-5.6	1.9	-10.9	-69.2	-0.9	-20.3	0.4	-216.0	-11.7	-2.6
CC(C(N)=O)N1C(=O)c2cccc3cccc1c23 (stereo not drawn)	-0.2	-7.3	-270.8	-25.4	-2.2	6.4	2.8	-73.3	-1.4	-3.6
Cc1cc(C)n2nc(SCC(=O)Nc3c(C)nn(-c4ccccc4)c3C)nc2n1	-2.0	3.2	2.2	-3.4	-0.1	1.2	0.2	-2.6	-3.9	2.0
COc1ccc2c(c1)CCc1sc(NC(=O)c3ccc(C)cc3)nc1-2	4.4	-4.6	-36.2	-3.7	-3.5	0.1	-2.3	-10.7	4.3	0.6
Cc1ccc2c(O)c(Cc3ccccc3)c(=O)[nH]c2n1	-0.3	-11.1	-6.3	-0.4	3.0	-13.0	0.2	2.1	4.6	-7.2
Cc1cccc(C)c1NC(=O)CN1CCN(C(=O)CNC(=O)c2ccc(N3CCCC3=O)cc2)CC1	5.3	-5.8	1.7	0.9	0.9	-1.2	0.4	-5.1	-5.6	0.0
CNc1nc(Cl)c(SC)c(N2CCOCC2)n1	0.5	-1.2	3.2	1.7	1.3	0.9	0.4	-0.6	4.4	-0.7
O=C1NC[C@H](CCCCN2C[C@H](Cc3ccc(O)cc3)N(CCc3ccc(O)cc3)C(=O)C2=O)N(Cc2ccccc2)C1=O	-6.3	10.8	3.3	-2.4	0.1	4.2	0.4	-3.5	3.0	3.0
Nc1nc(Cn2nnc(-c3ccccc3Cl)n2)nc(N2CCOCC2)n1	-4.0	-0.2	1.4	-2.2	-1.0	6.2	0.3	1.6	-5.7	12.1
COc1ccc(C(=O)Nc2ccc3nc(C)c(C)nc3c2)cc1	-3.3	-3.2	-88.6	-50.4	-6.3	-3.8	2.2	-151.6	6.0	12.7
Cc1cccc(S(=O)(=O)Nc2ccc(-c3cn4ccccc4n3)cc2)c1	-8.1	-3.6	-166.9	-31.9	-1.1	-9.6	-38.7	-116.7	3.7	8.0
O=C(Nc1cccc(O)c1)c1cc(-c2cccs2)on1	0.6	2.8	-0.3	1.1	0.2	-3.4	-0.6	1.9	10.6	-0.7
O=C(COC(=O)COc1cccc(C(F)(F)F)c1)NC1CCCC1	5.5	-4.6	1.5	-2.5	-1.1	-6.1	0.4	5.6	2.2	9.4
CCc1ccccc1Nc1nc(N)nc(COC(=O)CCS(=O)(=O)c2ccccc2)n1	-7.2	0.0	1.2	-2.4	1.5	7.8	-0.1	0.3	11.7	-3.5
CCOC(=O)C1=CC[C@@H](c2ccco2)N(S(=O)(=O)c2ccc(C)cc2)[C@H]1C(=O)OCC	-4.6	-0.7	-2.9	-0.6	-1.2	3.8	0.5	3.2	6.2	2.8
COc1cc2c(cc1OC)C(C(=O)N1CCN(c3ccccn3)CC1)C(c1cccs1)N(C)C2=O (stereo not drawn)	7.1	4.9	-6.9	-1.6	0.9	-6.6	0.2	-8.6	-10.1	-1.5
O=C(NCc1ccccc1Cl)C1CCN(C(=O)c2sccc2-n2cccc2)CC1	7.5	5.8	1.9	-5.1	-0.7	13.2	0.2	-5.8	-3.0	8.8
O=C(NCc1ccc2c(c1)OCO2)c1ccc(S(=O)(=O)NCC2CCCO2)cc1 (stereo not drawn)	10.3	3.4	2.8	-2.8	3.9	7.2	0.6	1.6	-7.2	-2.4
CCOc1ccc(-c2csc(NC(=O)CSC3=NC(=O)CN3C(C)=O)n2)c2ccccc12	3.5	-5.1	4.3	4.5	4.0	-15.5	-0.2	3.0	6.6	7.2
COc1ccc(S(=O)(=O)N(CC(=O)NCc2ccco2)c2ccccc2)cc1	2.3	7.0	0.1	-4.6	-2.3	10.8	0.1	0.2	7.4	8.2
Cc1ccc(-n2nnnc2SCC(=O)c2c(N)n(C3CC3)c(=O)[nH]c2=O)cc1C	-0.6	0.8	0.8	5.0	-0.2	-1.3	-0.2	-6.8	-11.8	10.2
CC(=O)N1CCc2cc(S(=O)(=O)NCCC(=O)NC3CCN(Cc4ccccc4)CC3)ccc21	-3.5	1.1	-0.4	-5.0	-1.6	6.7	0.7	3.7	-5.6	-8.0
c1ccn2c(SCc3ccc4c(c3)OCO4)nnc2c1	0.9	-3.9	-0.6	-5.9	-0.1	4.2	-0.3	1.7	-2.9	15.0
Cc1nn(-c2ccccc2)c2c1C1(C(=O)N(C(C)C)c3ccccc31)C(C#N)=C(N)O2 (stereo not drawn)	-5.3	2.1	4.1	-0.6	4.5	-3.8	0.3	2.2	1.7	8.1
CCOC(=O)c1cc(-c2ccc(OC(F)F)cc2)nc2nc(SC)[nH]c(=O)c12	-4.9	-6.6	-468.1	-258.6	0.8	-10.3	-9.3	i	3.3	-7.2
CCOc1ccccc1N(CC(=O)Nc1ccccc1F)S(=O)(=O)c1ccccc1	-3.9	3.2	-6.6	-4.6	-0.7	12.9	1.0	-0.2	-10.9	18.3
CSc1cccc(NC(=O)C2C3C=CC4(O3)C2C(=O)N(CCCN2CCOCC2)C4C(=O)NC2CCCCC2)c1 (stereo not drawn)	3.3	-3.0	0.2	-2.8	-2.6	12.3	-0.6	5.9	1.5	1.1
COc1cc(/C=C2\C(=O)NN(c3ccccc3)C2=O)ccc1OCC(N)=O	-5.0	-2.4	1.1	-7.1	-3.6	18.1	0.2	-6.8	-1.2	7.8
O=C(Nc1ccc2c(c1)OCCO2)c1cccc2nc3ccccc3nc12	1.8	-4.0	3.3	0.5	1.4	-11.1	-0.5	1.8	4.7	8.8
C[C@@H]1CN([C@@H](C)CO)S(=O)(=O)c2ccc(Br)cc2O[C@H]1CN(C)C(=O)C1CCCCC1	-2.5	1.3	1.4	0.4	3.1	3.6	0.0	4.3	0.3	10.4
CS(=O)(=O)N1CCCCC1c1cc(C(=O)Nc2cccc(C#N)c2)no1 (stereo not drawn)	2.4	-3.3	1.4	0.8	3.2	-0.6	0.3	-1.2	6.3	3.6
COC(=O)c1cc2c(c3c4ccccc4n(S(=O)(=O)c4ccc(C)cc4)c13)C(=O)N(CC(C)C)C2	-7.0	-1.4	-18.1	0.8	0.0	-5.2	0.5	-6.2	-2.1	-4.8
COC(=O)N1C(=O)[C@](c2ccc(Cl)cc2)(C(C)C)N1C(=O)OC	-1.0	10.3	1.7	-2.3	-0.5	-4.2	0.7	11.7	-1.6	1.6
COc1ccc(NC(=O)NNC(=O)c2ccc3ccccc3c2O)c(OC)c1	-2.1	-8.7	-66.0	-152.4	-0.5	-5.0	-2.4	-415.5	-1.6	5.9
COc1ccccc1N1CCN(C(=O)c2cc3cc(Cl)ccc3[nH]2)CC1	3.5	0.2	3.4	3.6	-0.2	-7.0	-0.1	5.0	-2.2	12.3

Structural class, those above with two or more sulfur atoms
SMILES	DDE Tn6 FP inh	DDE Tn7 FP inh	PLC-gamma1 inh	ADAM17 inh	LEDGF integ inh	TDP2 absorb	proKLK7 act	ADAM10 inh	ASAP1 inh	ARFGAP1 inhibitor
O=C(O)c1ccc(/C=C2\SC(=S)N(NC(=O)c3ccccc3)C2=O)cc1	10.1	2.4	6.0	1.0	0.1	21.0	-0.1	-9.7	3.6	-3.2
CCOc1ccc(-c2csc(NC(=O)CSC3=NC(=O)CN3C(C)=O)n2)c2ccccc12	3.5	-5.1	4.3	4.5	4.0	-15.5	-0.2	3.0	6.6	7.2
